Source: PubChem BioAssay
WT yeast gro inh: growth inhibition of WT strain, primary screen, mitochondrial fusion inhibitor project, WT and mutant strains, chemical genetic. mitochondrial fusion phenotypic screen. inhibition, % at 10 µM. 190,000 tested, 2.1% active; in the data active = inhibition above about 58%; tested in S. cerevisiae
UTI89 phage lysis: inhibition of K1F phage lysis, E. coli UTI89, bacterial capsule biogenesis inhibitors, alamar blue (AID 488966); E. coli UTI89 K1F phage lysis, alamar blue, 2 h; higher % means a stronger effect; one-dose inhibition, % at 100 µM; IC50 in µM for titrated hits; 340,000 tested, 0.02% active;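 active = phage lysis inhibition, versus mean bacterial control, above a set limit; inconclusive = no clear call, values can overlap the other calls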;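 also: capsule biogenesis inhibitors block K1F phage lysis so surviving cells raise fluorescence; higher fluorescence means more inhibition of phage lysis; actives were called in the ten point dose series up to 300 µM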
RSV CPE inhibition: RSV antiviral activity via CPE protection, HEp-2 cells, primary 10 µM value included (AID 2391); HEp-2 cells, RSV-induced CPE inhibition; higher % means a stronger effect; one-dose CPE inhibition, % at 10 µM; IC50 in µM for titrated hits; 310,000 tested, 0.13% active; in the data active = a potency from the dose series; inconclusive = CPE inhibition mostly from about 23% at the one dose, without a potency; inactive = the rest, 99 in 100 with CPE inhibition below about 21%; also: strong numbers were not always called active
CSM14.1 death rescue: rescue of cells from ER stress-induced death, primary screen, 384-well, CSM14.1, thapsigargin, ATP luminescence (AID 1222). cellular ATP content (survival), % at 20 µM, or EC50 in µM where a hit was titrated. 190,000 tested, under 10 active. CSM14.1 thapsigargin-induced death rescue, ATP luminescence; higher % means a stronger effect;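 active = EC50 below 50 µM in the dose-response confirmation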;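 also: death triggered by thapsigargin at about 15 µM added after 2 h compound pretreatment; cell ATP read after overnight thapsigargin exposure of roughly 18 to 22 hours; normalized against plate controls of thapsigargin alone and 5% DMSO vehicle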
West Nile virus CPE: West Nile virus antiviral activity, cell-based, CPE readout (AID 1621) | CPE inhibition, % at 10 µM, or IC50 in µM where a hit was titrated | West Nile virus-infected cells, CPE inhibition; higher % means a stronger effect | 290,000 tested, 0.02% active; in the data active = a potency from the dose series; inconclusive = CPE inhibition mostly from about 3.7% at the one dose, without a potency; inactive = the rest, 99 in 100 with CPE inhibition below about 2.2%; also: strong numbers were not always called active
SV40 large T antigen: SV40 large T antigen inhibitors, biochemical (AID 1903); SV40 large T antigen ATPase/helicase inhibition assay; higher % means a stronger effect; inhibition, % at 20 µM, or IC50 in µM where a hit was titrated; 310,000 tested, 0.39% active; in the data active = a potency from the dose series; inconclusive = inhibition mostly from about 32% at the one dose, without a potency; inactive = the rest, 99 in 100 with inhibition below about 32%; also: strong numbers were not always called active
Yfh1-depleted yeast: enhancers of respiration in Yfh1-depleted yeast, dose response, Friedreich's ataxia, plus single-dose screen (AID 1465); 220,000 tested, 0.074% active; fold induction at 50 µM, or EC50 in µM where a hit was titrated; S. cerevisiae Yfh1-off respiration, WST-1 reduction, 72 h; higher fold induction means a stronger effect;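 active = fold induction of absorbance versus untreated yeast above a set limit, then at least 30% activation at any dose in follow-up; inconclusive = repeats straddling the limit, or above it without dose testing; inactive = fold induction below the set limit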;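 also: activators that raise dye reduction in frataxin-depleted yeast; strong numbers were not always called active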
XIAP displacement: XIAP antagonists, biochemical, IAP family, fluorescence polarization (AID 1018) | one-dose displacement, % at 20 µM; IC50 in µM for titrated hits | XIAP BIR domain, fluorescence polarization peptide displacement; higher % means a stronger effect | 200,000 tested, 0.007% active | E3 ubiquitin-protein ligase XIAP (Homo sapiens); in the data active = displacement above about 50%; also: a part of the inactive calls stands beside numbers as strong as those of hits
NS5 inhibitors: Dengue-2 NS5 methyltransferase inhibitors, primary screen, biochemical, confirmation dose response (AID 588689). Genome polyprotein (Dengue virus type 2 (strain 16681-PDK53)). Dengue-2 NS5 methyltransferase capping enzyme assay, biochemical; higher % means a stronger effect. one-dose inhibition, % at 25 µM; IC50 in µM for titrated hits. 340,000 tested, 0.3% active; in the data active = a potency from the dose series; inconclusive = inhibition above about 29% without an active follow-up result
WT yeast gro inh mutant strain: second read-out of WT yeast gro inh, no call of its own (marks repeat the call); inhibition, %; mitochondrial fusion phenotypic screen, mutant strain inhibition
NS5 inhibitors pilot replicate: second read-out of NS5 inhibitors, no call of its own (marks repeat the call); inhibition, %; measured here: pilot screen replicate inhibition
* marks the source's active call; other numbers are inactive results; i = inactive; u = inconclusive; x = not tested or not shown; [ ] = dose if it differs, or a comment. An excerpt, so the mix of outcomes need not match the whole.

SMILES | WT yeast gro inh | WT yeast gro inh mutant strain | UTI89 phage lysis | RSV CPE inhibition | CSM14.1 death rescue | West Nile virus CPE | SV40 large T antigen | Yfh1-depleted yeast | XIAP displacement | NS5 inhibitors | others
COCCN1C(=O)/C(=C/c2c(OC)cc(OC)cc2OC)C(=O)N(c2ccccc2)C1=O | x | x | 0.1% | 6.8% | x | 0.2% | 11% | i | x | -5%
COc1ccc(O)c(CN2CCCC(C(=O)c3ccccc3SC)C2)c1 (configuration not stated) | -14 | 0 | -0.3% | 2.9% | -0.5% | -2.0% | 1% | i | -4.1% | -1%
CC(C)n1c(O)c(C2c3cc(Cl)ccc3Oc3[nH]c(=O)n(C(C)C)c(=O)c32)c(=O)[nH]c1=O (configuration not stated) | x | x | -0.1% | x | x | -1.8% | u | i | x | u
COC(=O)C1=C(c2cccc(OC)c2OC)C[C@@H]2CC[C@H]1N2C(=O)N1CCOCC1 | x | x | -0.2% | -0.4% | x | -0.3% | 4% | i | x | 2%
CCN(CC)P(=O)(c1n(CC)cc[n+]1CC)N(CC)CC | -19 | 2 | -1.6% | -1.4% | -2.3% | 0.2% | 3% | i | -9.6% | 3%
CC(=NCc1cccnc1)c1c(O)n(Cc2ccccc2)c(=O)[nH]c1=O | -16 | -8 | -0.1% | 2.7% | -1.8% | -1.3% | 7% | i | -2.9% | -11%
CC(C)CCNC(=O)c1cc(C(=O)c2cc(F)ccc2O)cn(CCC(C)C)c1=O | 5 | -8 | -0.1% | -0.6% | -1.8% | 0.3% | 0% | i | -4.7% | x
CCOCCN1CCN(c2nnc3n2-c2ccc(Cl)cc2C(c2ccccc2Cl)=NC3)CC1 | -13 | -8 | 0.3% | -0.2% | -0.1% | x | 10% | x | -12% | 1%
CCOC(=O)C1(CCc2ccccc2)CCN(Cc2ccco2)CC1 | 13 | 5 | 0.3% | 1.3% | -2.9% | -1.6% | 4% | i | -8.2% | -4%
COc1nc(NC(C)C)nc(NC(C)C)n1 | -7 | -6 | 0.9% | 1.2% | -1.3% | 0.1% | 12% | i | -3.7% | -4%
O=C(c1cccc(C(F)(F)F)c1)N1C[C@H]2C[C@@H](C1)c1cccc(=O)n1C2 | x | x | -3.8% | 0.4% | x | 0.7% | 8% | x | x | -7%
O=C(COc1ccc(Cl)cc1)N1CCN(Cc2ccc([N+](=O)[O-])cc2)CC1 | 31 | 40 | 0.2% | 1.8% | 2.7% | -1.7% | 7% | i | -4.9% | -4%
CC/C(=N\Nc1ccccc1)c1c(O)n(-c2ccccc2)c(=O)[nH]c1=O | x | x | -0.5% | 0.7% | x | -0.8% | 22% | i | x | -4%
Cc1c(O)ccc(C(=O)CN2CC(C)OC(C)C2)c1O (configuration not stated) | x | x | 0.9% | 1.1% | x | 0.3% | 7% | x | x | 11%
N#Cc1c(/N=C/c2ccc(O)cc2O)sc2c1C1CCN2CC1 | -9 | -17 | 5.9% | 2.6% | -1.7% | 0.1% | 22% | i | -9.2% | -74%
Cc1ccc(C(=O)C2CN3CCC2CC3)cc1 (configuration not stated) | -20 | -23 | -0.3% | -1.4% | x | 0.1% | x | i | -7.4% | -9%
Cc1ccc2c(c1)CNc1ccccc1O2 | -15 | -13 | 0.4% | 1.6% | -0.7% | -0.1% | 25% | i | -1.4% | 3%
CCCCCCN=Cc1c(O)n(C)c(=O)n(C)c1=O | 1 | 1 | -0.1% | 1.4% | -0.5% | 0.7% | 26% | i | -1.2% | -1%
Cc1cccc(N=Cc2c(O)n(C)c(=O)n(C)c2=O)c1 | x | x | 0.1% | 1.4% | x | 0.3% | 5% | x | x | -8% | NS5 inhibitors pilot replicate=3.9
O=c1c2ccccc2nc(CNCC2CCCO2)n1-c1ccc(F)cc1 (configuration not stated) | 16 | 3 | -0.4% | 4.4% | -1.8% | 0.0% | 1% | i | -3.1% | -14%
CCCCc1ccc(C(=O)O)nc1 | x | x | 8.6% | -0.5% | x | x | 12% | x | x | u
CCOP(=O)(OCC)C(NC(=O)C(C)C)C(Cl)(Cl)Cl (configuration not stated) | 4 | -8 | 3.9% | 0.8% | 2.2% | -0.5% | -1% | i | -4.1% | 8%
C=CCn1c(O)c(C(CC)=Nc2cccc(C(F)(F)F)c2)c(=O)[nH]c1=O | x | x | 0.5% | -0.4% | x | 0.0% | 4% | i | x | -2%
CC12CCC3C(CC=C4CC(O)CCC43C)C1C/C(=C\c1cccc(F)c1)C2=O (configuration not stated) | 5 | -19 | 4.9% | -0.6% | -1.2% | -0.5% | 12% | i | -7.5% | 1%
Cn1c(O)c(C=NC2C(=O)C3(C)CCC2C3(C)C)c(=O)n(C)c1=O (configuration not stated) | -3 | -23 | 0.9% | 1.3% | -1.5% | 0.4% | 4% | i | -5.7% | -1%
N/C(=N\N=C/c1ccc(-c2ccc(O)c(C(=O)O)c2)o1)N[N+](=O)[O-] | 3 | -9 | 4.0% | 11% | 0.4% | 0.8% | 25µM* | i | -1.1% | 32%
O=C(Nc1ccccc1)c1c(O)[nH]c(=O)[nH]c1=O | x | x | 3.7% | -1.0% | x | 0.0% | 9% | i | x | 2%
C=CCN(CC#CCOc1ccccc1OC)CC=C | -4 | 0 | x | -0.7% | -0.7% | 0.0% | 7% | i | -4.8% | x
CCCC(=O)c1ccc(CP(=O)(OCC)OCC)o1 | x | x | 1.6% | 0.5% | x | 0.1% | 9% | i | x | 5%
CCCC12CN3CN(C1)CC(CCC)(C3)C2O (configuration not stated) | -9 | 2 | -0.2% | 2.4% | 2.6% | -0.2% | -5% | i | -4.1% | 1%
Cc1c(C(=O)N2CCC3(CC2)OCCO3)sc2ncnc(N3CCN(c4ccccn4)CC3)c12 | 1 | -8 | 4.6% | 0.3% | x | 0.0% | 4% | i | -6.0% | -3%
CCN1CCN(C(=O)COc2ccc(S(=O)(=O)N(C)Cc3ccccc3)cc2)CC1 | -2 | 2 | 0.9% | -1.3% | -2.7% | 0.3% | 1% | i | -2.0% | -3%
CCOc1ccc(N2C(=O)/C(=C/c3ccco3)C(=O)NC2=S)cc1 | x | x | 0.2% | -1.2% | x | -0.4% | 37% | x | x | 39% | NS5 inhibitors pilot replicate=42
CC1CCCCN1CC(O)c1c[nH]c2ccccc12 (configuration not stated) | x | x | 0.2% | 0.3% | x | -1.0% | 23% | x | x | -1%
Nc1ccccc1C(=O)OCC(=O)Nc1ccc(Br)cc1F | -19 | -14 | 8.8% | x | -0.1% | 0.3% | 0% | i | -5.9% | -2%
Cc1nc2c(-c3ccc(F)cc3)c(C)nn2c(C)c1CCC(=O)N1CCC2(CC1)OCCO2 | -5 | 3 | -0.1% | 2.0% | 1.3% | 0.0% | 10% | i | -8.0% | -3%
CCOC(=O)C1(CCc2ccccc2)CCN(Cc2ccc3c(c2)OCCO3)CC1 | 30 | 24 | 1.1% | u | 3.1% | -0.2% | 22% | i | -6.4% | 5%
O=[N+]([O-])c1ccc(N2CCNCC2)cc1N1CCCCC1 | 13 | 11 | 0.3% | -2.5% | -1.6% | 1.1% | 2% | i | -4.2% | 7%
OC(CNCCc1c[nH]c2ccccc12)C(F)(F)F (configuration not stated) | 5 | 16 | 0.2% | 0.4% | -1.2% | -0.9% | 5% | i | -2.8% | 0%
Cc1nn(Cc2ccccc2)c(Cl)c1C(=O)OCC(=O)NCC1CCCO1 (configuration not stated) | -2 | 5 | i | 4.8% | 0.2% | -0.3% | -1% | i | -0.3% | -1%

A run of entries taken from the entries so far:
SMILES | WT yeast gro inh | WT yeast gro inh mutant strain | UTI89 phage lysis | RSV CPE inhibition | CSM14.1 death rescue | West Nile virus CPE | SV40 large T antigen | Yfh1-depleted yeast | XIAP displacement | NS5 inhibitors | others
O=[N+]([O-])c1ccc(N2CCNCC2)cc1N1CCCCC1 | 13 | 11 | 0.3% | -2.5% | -1.6% | 1.1% | 2% | i | -4.2% | 7%
OC(CNCCc1c[nH]c2ccccc12)C(F)(F)F (configuration not stated) | 5 | 16 | 0.2% | 0.4% | -1.2% | -0.9% | 5% | i | -2.8% | 0%
Cc1nn(Cc2ccccc2)c(Cl)c1C(=O)OCC(=O)NCC1CCCO1 (configuration not stated) | -2 | 5 | i | 4.8% | 0.2% | -0.3% | -1% | i | -0.3% | -1%

New compounds follow:
SMILES | WT yeast gro inh | WT yeast gro inh mutant strain | UTI89 phage lysis | RSV CPE inhibition | CSM14.1 death rescue | West Nile virus CPE | SV40 large T antigen | Yfh1-depleted yeast | XIAP displacement | NS5 inhibitors | others
O=c1cccc2n1CC1CC2CN(CC(O)CN2CC3CC(C2)c2cccc(=O)n2C3)C1 (configuration not stated) | x | x | 0.1% | 1.5% | x | 0.2% | 7% | x | x | -1%
CCCCOC(=O)C1=C(N)OC2=C(C(=O)CC(C)(C)C2)[C@]12C(=O)N(C)c1ccccc12 | 2 | -11 | 0.4% | 1.7% | 2.9% | -0.1% | 13% | i | -10% | -11%
O=C(CN1CCCCC1)c1ccc(OC(F)F)cc1 | -14 | -4 | 2.5%[50 µM] | 1.0% | 3.9% | 1.4% | -3% | i | -1.1% | -9%
Cc1cc(OC(=O)N(C)C)nc2c1c(C)nn2C | x | x | x | 0.6% | x | 0.2% | 9% | i | x | x
Nc1c2c(nc3sc4c(c13)CCCC4)CCCC2 | 76 | 78 | 0.1% | 49% | -0.7% | -2.1% | 3% | i | -19% | -9%
C[N+]1(C)CCN(c2ccccc2)CC1 | 1 | -2 | -5.2% | -0.2% | -3.0% | 0.0% | 12% | i | -7.5% | 10%
O=C1NC(=O)C(=Cc2ccc3ccccc3c2)C(=O)N1 | x | x | 0.4% | -0.4% | x | -0.5% | u | i | x | 51µM*
CCOc1cc2c(cc1OCC)-n1cccc1C(c1ccccc1F)NC2 (configuration not stated) | x | x | 0.1% | -0.6% | x | -1.6% | -31% | x | x | -2%
CCN1C[C@]2(COC(=O)c3ccccc3N)CC[C@H](OC)C34[C@@H]5C[C@H]6[C@H](OC)[C@@H]5[C@](O)(C[C@@H]6OC)[C@@](O)([C@H]13)[C@@H](OC)[C@@H]42 | x | x | -0.6%[50 µM] | 1.8% | x | -1.1% | 6% | x | x | -4%
O=C(O)c1cc[c]([Hg][Cl])cc1 | x | x | -20% | 0.0% | x | x | 1.3µM* | x | x | -1%
CCN(CC)C(=O)Cn1cc(C=C2C(=O)N(C)C(=O)N(C)C2=O)c2ccccc21 | x | x | -0.1% | 2.5% | x | -0.3% | 16% | x | x | 24%
CC(C)C/C(=N/O)c1cn(C)c2ccccc12 | -3 | 2 | -0.3% | 1.1% | -11% | -0.6% | 4% | i | -2.8% | 2%
Cc1ccc(CN2C(=O)NC(=O)C3(Cc4c(nc5ccccn5c4=O)N4CCCCCC43)C2=O)cc1 (configuration not stated) | 31 | -8 | 0.1% | u | -2.7% | 0.7% | 15% | i | -2.4% | -12%
